PV pol inh: inhibitors of poliovirus RNA polymerase binding and polymerization. poliovirus polymerase elongation, fluorescence polarization; active compounds read low. % elongation, % (compound at 16.7 µg/mL). 0.66% of 150,000 active; in the data active = % elongation below about 90%; note: some results filed as inactive read as strong as hits
Target sequence (P03300 1749-2209 limits assumed): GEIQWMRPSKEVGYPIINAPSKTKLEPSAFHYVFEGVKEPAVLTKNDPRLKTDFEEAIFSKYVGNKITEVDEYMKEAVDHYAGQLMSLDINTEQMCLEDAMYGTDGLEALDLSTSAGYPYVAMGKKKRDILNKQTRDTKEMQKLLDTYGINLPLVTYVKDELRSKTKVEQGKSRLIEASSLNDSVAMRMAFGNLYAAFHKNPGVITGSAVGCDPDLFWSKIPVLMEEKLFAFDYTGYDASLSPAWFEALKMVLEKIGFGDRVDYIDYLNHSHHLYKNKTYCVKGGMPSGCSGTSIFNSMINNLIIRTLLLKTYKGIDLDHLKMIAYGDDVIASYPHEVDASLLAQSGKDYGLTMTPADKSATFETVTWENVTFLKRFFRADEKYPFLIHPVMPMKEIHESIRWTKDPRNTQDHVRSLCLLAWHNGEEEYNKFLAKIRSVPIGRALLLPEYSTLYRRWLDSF
PV pol inh FP z-score: recorded beside PV pol inh, whose call it bears; z-score; measured here: FP z-score; hits read low
Starred values were filed as active, the others as inactive; & = joins results of further samples. A portion of the library, so the mix of outcomes need not match the whole.

SMILES	PV pol inh	PV pol inh FP z-score
COc1ccccc1Cn1cccc1C1=NC(C)CO1 (stereo not given)	102	0.5
Cc1cccc(-n2ncc3c(N4CCN(CCO)CC4)ncnc32)c1	103	-0.6
Nc1ccc(C(=O)N2CCCc3ccccc32)cc1	103	1.7
CC(C(=O)Nc1ccccc1)N(C)Cc1ccc(OC(F)F)cc1 (stereo not given)	100	-0.4
Cc1cc(OCCCN2CCCC2)ccc1Cl	99	-0.4
CCOC(=O)c1c(C)oc(NC(=O)COC(=O)c2ccccc2Sc2ccccc2C#N)c1C#N	101	0
Cc1[nH]c(-c2ccc(F)cc2)cc1C(=O)N1CCCCC1	104	0.1
Cc1cccn2c(=O)cc(COc3cccc(NC(=O)c4ccccc4F)c3)nc12	108	0.4
O=C(COc1ccccc1Cl)Nc1nc2c(s1)CCCC2	99	-0.5
Cc1ccc(S(=O)(=O)c2cnccn2)cc1	100	-0.3
CCCCn1nc(C(=O)N(C)CC(=O)Nc2ccc(F)c(F)c2F)ccc1=O	101	-0.3
CCN(CC)S(=O)(=O)c1ccc2c(c1)nc(CCC(=O)N1CCN(c3ccccc3)CC1)n2CC	103	0.2
Cc1cccc(C(=O)Nc2cc3c(cc2N2CCCCC2)n(C)c(=O)c(=O)n3C)c1	107	0.7
COc1ccccc1C(c1c(O)cc(C)n(Cc2ccco2)c1=O)N1CCCCC1 (stereo not given)	108	0
Cc1c(C(=O)OC2CCC(C)CC2)[nH]c2c1C(=O)CC(c1ccccc1Cl)C2 (stereo not given)	108	0.7
O=C(COc1ccc(Cl)cc1Cl)Nc1ccc(N2CCOCC2)cc1	103	0.6
O=C1/C(=C/c2ccc3nccnc3c2)CCC/C1=C\c1ccc2nccnc2c1	101	0.2
N=C(N)SCCCc1nc2ccccc2[nH]1	102	0
COc1ccc(-c2nc(SCC(=O)NCc3ccco3)c(-c3ccccc3)[nH]2)cc1	100	-0.1
CC(=O)N1CCN(CC(=O)N(Cc2ccccc2)c2cccc(C)c2)CC1	105	0.1
O=C1Nc2ccccc2S/C1=C\C(=O)N1CCOCC1	102	0.5
CCCN1C(=O)/C(=C/c2ccc(-c3cccc(C(F)(F)F)c3)o2)NC1=S	105	0.6
CCCCN1C(=O)CC(N2CCN(c3ccc(F)cc3)CC2)C1=O (stereo not given)	104	1.1
COc1ccc(OC)c(CCNC(=O)c2sc3nc4n(c(=O)c3c2C)CCCC4)c1	106	-0.1
CCn1c(-n2nc(C)cc2N)nc2ccccc21	103	0.4

Some of these compounds in order of SMILES length, high to low.
SMILES	PV pol inh	PV pol inh FP z-score
Cc1[nH]c(-c2ccc(F)cc2)cc1C(=O)N1CCCCC1	104	0.1
Nc1ccc(C(=O)N2CCCc3ccccc32)cc1	103	1.7
COc1ccccc1Cn1cccc1C1=NC(C)CO1 (stereo not given)	102	0.5

The listing continues.
SMILES	PV pol inh	PV pol inh FP z-score
Cc1ccc(COc2coc(CN3CCc4ccccc43)cc2=O)cc1	103	0.4
CNC(=S)NCCCc1ccccc1	104	1.3
O=C(/C=C/N1CCOCC1)c1cc2ccccc2o1	102	0
CSc1ncc(Cl)c(C(=O)Nc2ccc(S(=O)(=O)N3CCCC(C)C3)cc2)n1 (stereo not given)	124	0.6
CCS(=O)(=O)N1CCc2cc(C(=O)COC(=O)c3cc(Cl)ccc3O)ccc21	103	-0.2
COc1ccc(NC(=S)SC)cc1OC	104	0.1
Cc1ccc(Cl)cc1NC(=O)CN1C(=O)c2cccc3cccc1c23	103	-0.2
CCN1C(C(=O)c2ccccc2)=C(OC(=O)COc2ccccc2)c2ccccc2S1(=O)=O	110	0.5
CC(=O)Nc1ccc(C(=S)NCCCO)cc1	77*	-4.2*
CCN(Cc1ccccc1)C(=O)c1nn(C)c(=O)c2ccccc12	104	0
CC1CCN(S(=O)(=O)c2cc(C(=O)NCCc3ccccc3)n(C)c2)CC1	110	1
CC(NC(=O)c1cc(=O)c2ccccc2o1)C(c1ccccc1)N1CCOCC1 (stereo not given)	105	-0.7
O=C(NCc1ccccc1)c1cnn2c(C(F)(F)F)cc(-c3ccco3)nc12	103	0.7
Cc1ccc(NC(=O)C(=O)NCC(c2cccnc2)N2CCN(Cc3ccccc3)CC2)cc1Cl (stereo not given)	110	0.3
CCCN1CCC(NC(=S)NCCOC)CC1	102	0.3
O=CNc1cccc(O)c1	103	0
CC(C)N(C(=O)COc1ncnc2ccc(Br)cc12)c1ccccc1	95	-0.7
CC(C)(C)N1CC(CO)OC1c1ccccc1 (stereo not given)	107	0.7
COc1ccc(NC(=O)C2CCC(CNS(=O)(=O)c3ccc4c(c3)C(C)(C)C(=O)N4C)CC2)cc1 (stereo not given)	110	0.6
Fc1ccc(CNCc2cccnc2)cc1	104	0.1
COC(=O)/C=C1/NC(=O)CS1	101	-0.3
CCOC(=O)c1c(C)oc2nc(C)nc(N3CCN(c4ccc(OC)cc4)CC3)c12	112	0.6
COc1ccc(Nc2c(-c3ccc(C)o3)nc3cc(C)ccn23)cc1	105	-0.1
CN(C)C(=O)CSc1nnc(-c2cccc(F)c2)n1-c1ccccc1	106	0.3
CC(=O)NC1=NN(C(C)=O)C2(S1)C(=O)N(Cc1ccccc1)c1ccccc12 (stereo not given)	107	0.5

Reprinted from above, 6 compounds:
SMILES	PV pol inh	PV pol inh FP z-score
Fc1ccc(CNCc2cccnc2)cc1	104	0.1
COC(=O)/C=C1/NC(=O)CS1	101	-0.3
CCOC(=O)c1c(C)oc2nc(C)nc(N3CCN(c4ccc(OC)cc4)CC3)c12	112	0.6
COc1ccc(Nc2c(-c3ccc(C)o3)nc3cc(C)ccn23)cc1	105	-0.1
CN(C)C(=O)CSc1nnc(-c2cccc(F)c2)n1-c1ccccc1	106	0.3
CC(=O)NC1=NN(C(C)=O)C2(S1)C(=O)N(Cc1ccccc1)c1ccccc12 (stereo not given)	107	0.5

(list continues)
SMILES	PV pol inh	PV pol inh FP z-score
CCc1ccc2c(CC(=O)N3CCN(S(=O)(=O)c4cccs4)CC3)coc2c1	102	-0.1
CCCC1(C(=O)OCC)CC(CSC(=N)N)OC1=O (stereo not given)	106	1.1
Cc1ccc(S(=O)(=O)N(C)C2CCCCC2)cc1C	104	0.2
Cc1[nH]nc2oc(=O)c(Cl)c(C)c12	102	0.1
O=S(=O)(c1cccc2c(Cl)cccc12)N1CCCNCC1	101	0.2
CC(C)(O)C(=O)CCc1ccccc1	101	0.3
COc1nc(NCCO)nc(Nc2ccccc2F)n1	102	-0.1
Cc1ccc(N(CC(O)Cn2c3ccccc3c3ccccc32)S(=O)(=O)c2ccccc2)cc1 (stereo not given)	103	0.3
CC(C)N(CCc1ccncc1)C(=S)NC1CCCCC1	102	0.3
COc1cc(/C=C(\C#N)C(=O)C(C)(C)C)ccc1O	103	0.1
Cc1ccc(Cl)cc1N1CCN(C(=O)C2CCCN2S(=O)(=O)c2cccc3nsnc23)CC1 (stereo not given)	102	1.2
O=C(O)c1ccc(S(=O)(=O)N2CCCC3CCCCC32)cc1 (stereo not given)	104	0.4
COC(=O)COc1ccc(S(=O)(=O)Nc2cc(OC)ccc2OC)cc1	102	0.6
COc1ccccc1NC(=O)NC1(C(=O)N2CCc3ccccc32)CCCCC1	102	0
Cc1oc(-c2ccc(Cl)cc2)nc1CSCC(=O)NCc1ccccc1Cl	103	0
CCOC(=O)c1oc2ccccc2c1Cn1cc(S(=O)(=O)N2CCCC2)ccc1=O	106	-0.5
O=C(COC(=O)C1CCCCN1S(=O)(=O)c1ccccc1)Nc1ccc(OC(F)F)cc1 (stereo not given)	100	-0.4
COc1ccccc1N1CCN(CCCNS(=O)(=O)c2ccc(-c3cc(C)no3)s2)CC1	100	-0.4
CN(Cc1ccccc1)C(=O)CSc1nc2ccsc2c(=O)n1-c1ccc(F)cc1	101	-1.1
CCOC(=O)c1c(C)[nH]c(C)c1S(=O)(=O)N1CCC(C(=O)N2CCN(c3ccccc3)CC2)CC1	109	0.6
Cc1ccc(-n2ncc(C(=O)NC3CCN(Cc4ccccc4)CC3)c2C2CCN(C(=O)OC(C)(C)C)CC2)cc1C	108	0.4
CC(C)(C)OC(=O)N1CCCC(C(=O)O)C1 (stereo not given)	103	0.2
CCCC(=O)Nc1ccc(OCC(O)CNC(C)C)c(C(C)=O)c1 (stereo not given)	101&100	0.3&0.2
Cc1ccc(-c2cc(C(=O)OCC(=O)Nc3nc(C)c(Cl)cc3Cl)c3ccccc3n2)o1	111	1.2
CCOC(=O)c1cc2c(=O)[nH]c3ccccc3c2s1	100	-0.4
(further entries)
SMILES	PV pol inh	PV pol inh FP z-score
CC1(C)Cc2[nH]c(=O)c(C#N)cc2CS1	102	0.1
CC(C)C1O/C(=N\C(=O)Nc2ccc(Cl)c(Cl)c2)NC1=O (stereo not given)	105	0.6
CCCc1cc(=O)oc2c3c(ccc12)OCN(Cc1ccc(OC)cc1)C3	103	0.1
C=CCN1C(=O)C2(C(C#N)=C(N)Oc3n[nH]c(COC)c32)c2ccccc21 (stereo not given)	105	1
Cc1n[nH]c(=O)c2c1nnn2Cc1ccccc1F	100	-0.9
CCC(C)Nc1nc(OC(C(F)(F)F)C(F)(F)F)nc(N(CC)CC)n1 (stereo not given)	100	-0.5
O=C(NCc1ccccc1)c1cccc(Cl)c1	106	1
CC(C)(C)C1CCc2onc(C(=O)Nc3sc4c(c3C#N)CCCC4)c2C1 (stereo not given)	82*	-3.2*
O=C(c1ccccc1/S(=N/S(=O)(=O)c1ccccc1)N1CCOCC1)N1CCOCC1 (stereo not given)	101	0.1
CC(Sc1nc2ccccc2o1)C(N)=O (stereo not given)	103	-0.1
CCOC(=O)/C(C#N)=C/Nc1ccccc1	100	-0.2
Cc1ccc(NC(=O)c2oc3ccccc3c2NC(=O)Cc2cccs2)cc1	105	0.2
CCN1C(=O)/C(=C/C=C2/CCCN2C)N(c2ccccc2)C1=S	104	0.5
COc1ccccc1-c1cc2nc(C)c(CCC(=O)NC3CCCCC3)c(C)n2n1	109	0.5
O=S(=O)(NC(c1ccccc1)c1nnc(-c2ccccc2)o1)c1ccc(F)cc1 (stereo not given)	100	-0.3
CC1CN(c2ccnc3cc(Cl)ccc23)CC(C)O1 (stereo not given)	104	0.2
Cc1cccc(CN2C(=O)c3ccccc3Sc3ccc(C(=O)NC(C)C)cc32)c1	101	-0.3
COCC(C)n1c(COc2ccccc2F)nnc1SCc1nc2ccccc2s1 (stereo not given)	99	-0.3
CCNC(=O)N1CCN(C(=O)NCC)CC1	100	-0.2
COC(=O)c1c(NC(=O)c2nc(SCc3ccc(C)cc3)ncc2Cl)sc2c1CCCC2	104	-0.4
CCn1c(C)[n+](CC)c2ccc(Cl)cc21	103	0.3
Cc1cc2cc(OCc3ccccc3)ccc2n1C	103	1
COc1ccc(O)c(C(=O)c2cnc3onc(-c4ccc(Cl)cc4)c3c2)c1	102	0.2
COCC(=O)OCn1nnc2ccccc2c1=O	103	0.2
COC(=O)c1c(-c2cccs2)csc1NC(=O)c1ccc(Br)cc1	66*	-3.7*

Entries shown so far containing a COOH group (2):
SMILES	PV pol inh	PV pol inh FP z-score
O=C(O)c1ccc(S(=O)(=O)N2CCCC3CCCCC32)cc1 (stereo not given)	104	0.4
CC(C)(C)OC(=O)N1CCCC(C(=O)O)C1 (stereo not given)	103	0.2

(continued)
SMILES	PV pol inh	PV pol inh FP z-score
Cc1oc(-n2cccc2)c(C#N)c1C(=O)NC1CCCCCC1	107	0.8
CC(C)C1=NNC(=O)C1(C)C	106	0.4
Cc1sc2nc(Cn3nnc(-c4cccc(C(F)(F)F)c4)n3)[nH]c(=O)c2c1C	112	0.7
Oc1ccccc1C1=NN2C(C1)c1ccccc1OC21CCCC1 (stereo not given)	102	0.8
O=C(NCCSc1ccccc1)C1CCCN1S(=O)(=O)c1ccc2ccccc2c1 (stereo not given)	109	0.7
CN1c2ccccc2C(C)(C)C12C=Cc1cc(O)ccc1O2 (stereo not given)	102	0.4
O=C(NC1CCCc2ccccc21)C1CCCN(c2nnc(-n3cccc3)s2)C1 (stereo not given)	105	0.6
COC(=O)C(C)(C)NC(=O)Nc1ccc(Cl)cc1Cl	104	1.9
COCC(O)CSc1nc(C)cc(C)n1 (stereo not given)	100	0
CCN(CC)S(=O)(=O)c1ccc(NC2c3ccccc3C(=O)N2c2ccccn2)cc1 (stereo not given)	100	-0.2
O=C(COC(=O)CCC1CCCC1)Nc1ccccc1Br	102	0.1
CC1C(=O)Nc2ccc(S(=O)(=O)NCc3ccc(N(C)C)cc3)cc2NC1=O (stereo not given)	108	0
COC(=O)c1cc(CSc2nnc3c(Cl)cc(Cl)cn23)oc1C	103	0.3
c1cncc(C2CCCCN2Cc2ccc3c(c2)OCO3)c1 (stereo not given)	101	-0.3
CCn1c(C(=O)N2CCCC(C(=O)NC(C)c3ccc4c(c3)OCCO4)C2)cc2sccc21 (stereo not given)	102	-0.5
N#Cc1ccccc1NC(=S)Nc1ccccc1	97	-1.1
N#CC(C#N)=C1c2cc(S(=O)(=O)N3CCCCC3)ccc2-c2ccc(S(=O)(=O)N3CCCCC3)cc21	103	0.2
COCC(C)n1c(C)cc(C(=O)COC(=O)C2COc3ccccc3O2)c1C (stereo not given)	100	-0.2
Cc1ccccc1C(=O)Nc1ccc(C(=O)OCc2cc(=O)n3nc(C4CC4)sc3n2)cc1	109	0.8
Cc1onc(-c2ccccc2)c1C(=O)Nc1ccnn1C1CCCCC1	101	0.1
Cc1cc(C)n(C(=O)CSc2ccc(C(C)(C)C)cc2)n1	101	0
CC(=O)c1cccc(NC(=O)Cn2c(=O)oc3cc(S(=O)(=O)NCc4ccccc4)ccc32)c1	108	0.6
Cc1nn(C(=O)c2ccccc2)c(C)c1Sc1ccc(Cl)cc1	101	-0.3

Full records, quoted from the list:
`Cc1ccccc1C(=O)Nc1ccc(C(=O)OCc2cc(=O)n3nc(C4CC4)sc3n2)cc1` as listed: PV pol inh = 109; PV pol inh FP z-score = 0.8
`Oc1ccccc1C1=NN2C(C1)c1ccccc1OC21CCCC1` (stereo not given) as listed: PV pol inh = 102; PV pol inh FP z-score = 0.8
`COCC(C)n1c(C)cc(C(=O)COC(=O)C2COc3ccccc3O2)c1C` (stereo not given) as listed: PV pol inh = 100; PV pol inh FP z-score = -0.2
